Assay outcomes from PubChem.
NALP3 yeast inh = blocks the NALP3 inflammasome reconstituted in yeast | Yeast reconstituted NLRP3/ASC/caspase-1, beta-gal luminescence, 24 h | inhibition, % at 10 µM | 330,000 tested, 0.39% active | AID 2825;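 active = inhibition of 50% or more; inactive = inhibition below 50%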;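 note: plate controls were induced DMSO wells for no effect and uninduced yeast grown without galactose for full effect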
tim10-1 inh = tim10-1 yeast growth inhibition; inhibition, % at 20 µM; S. cerevisiae tim10-1 ts strain growth, BacTiter-Glo, 24 h; 330,000 tested, 2.2% active;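 active = inhibition of at least 40%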;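 note: mutant grown at 25 °C; 0% = DMSO wells with yeast and 100% = wells holding no yeast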
tim23-1 inh = growth inhibitors of tim23-1 mutant yeast | S. cerevisiae tim23-1 growth, BacTiter-Glo luminescence, 24 h | inhibition, % at 20 µM | 330,000 tested, 1.3% active | AID 463212;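 active = growth inhibition of the mutant yeast at or above 50%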;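 note: temperature-sensitive mutant grown at 25 °C; plate controls were DMSO-treated mutant yeast for no effect and medium wells lacking yeast for full effect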
beta cell repl = induces beta-cell replication in MIN6 cells; MIN6 cells proliferation, ATPlite luminescence, 48 h; cells starved in 0.2% serum; 100% = growth in 10% serum; proliferation, % at 10 µM; 330,000 tested, 0.29% active;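 active = compounds whose signal lies at least 3.5 SD above the mean of all wells on their plate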;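 note: 0% = DMSO-treated cells in low-serum medium and 100% = 10% serum control; some compounds called inactive have numbers as strong as hits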
TIM10 inh = inhibits growth of TIM10 yeast strain. inhibition, % at 10 µM. AID 463195. S. cerevisiae TIM10 strain growth, BacTiter-Glo luminescence, 24 h. 330,000 tested, 1.4% active;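 active = inhibition of 40% or more at the single tested concentration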;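 note: wild-type TIM10 isogenic control strain grown at permissive 25 °C; 0% = DMSO yeast wells and 100% = minimal medium wells without yeast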
MPTP inh = blocks calcium-induced mitochondrial swelling; isolated mouse mitochondria, Ca2+ swelling absorbance, 30 min; inhibition, % at 10 µM; 360,000 tested, 1.4% active;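 active = inhibition of 50% or more, scaled per plate between neutral and stimulator controls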;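 note: 0% = DMSO wells given calcium and 100% = 1 mM EGTA wells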
GRIN3A LBD mod = modulators (binders) of human NR3A ligand-binding domain; 340,000 tested, 2.5% active; NR3A LBD differential scanning fluorimetry, Tm shift; 0% = protein alone, 100% = glycine-bound protein; Tm shift relative to glycine control, % at 25 µM; AID 1259313;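 active = melting temperature shift of at least 10% of the positive control shift, at one fixed dose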
APJ ag = APJ receptor agonism. activation, % at 20 µM. CHO-K1 APJ PathHunter beta-arrestin, luminescence; 0% DMSO wells, 100% apelin. AID 2520. P35414. 330,000 tested, 0.11% active;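 active = activation more than six SD over the plate average, tested at 20 µM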;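 note: 0% = DMSO alone and 100% = apelin-13 at 10 nM; some results filed as inactive read as strong as hits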
Target sequence (P35414 whole entry, looked up): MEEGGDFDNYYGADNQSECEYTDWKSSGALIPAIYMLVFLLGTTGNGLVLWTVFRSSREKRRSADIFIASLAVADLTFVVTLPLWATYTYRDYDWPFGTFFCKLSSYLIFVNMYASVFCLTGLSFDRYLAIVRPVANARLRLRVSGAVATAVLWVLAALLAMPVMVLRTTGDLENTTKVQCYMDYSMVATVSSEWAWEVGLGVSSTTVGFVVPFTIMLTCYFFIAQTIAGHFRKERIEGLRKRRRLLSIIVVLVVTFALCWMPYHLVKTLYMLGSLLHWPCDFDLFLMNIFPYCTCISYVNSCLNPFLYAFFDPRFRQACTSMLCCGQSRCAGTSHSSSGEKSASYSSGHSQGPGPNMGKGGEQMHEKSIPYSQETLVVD
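Test system: CHO-K1 APJ beta-arrestin complementation cell line | Compound: Single test compound dose, 20 µM final, 1% DMSO | Incubation: Compound 90 min 25 °C, reagent 1 h | Measured by: beta-gal luminescence | Read-out basis: APJ–arrestin association signal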
APJ antagonist = blocks the human apelin receptor APJ; 330,000 tested, 0.32% active; inhibition, % at 20 µM; CHO-K1 APJ beta-arrestin complementation, luminescence; P35414;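 active = inhibition above about 40% at 20 µM, limit read from the data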;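 note: cells challenged with 10 nM apelin-13 agonist together with compound; plate controls were apelin-13 plus DMSO wells for no effect and DMSO wells lacking apelin-13 for full effect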
An asterisk follows results filed as active; / = no result given.

SMILES	NALP3 yeast inh	tim10-1 inh	tim23-1 inh	beta cell repl	TIM10 inh	MPTP inh	GRIN3A LBD mod	APJ ag	APJ antagonist
Cc1ccc(CONC(=O)c2ccccc2)cc1	6	0	-7	-3	-16	1.8	-1	-2	-5
O=C(Cc1ccc([N+](=O)[O-])cc1)OCc1c(F)cccc1Cl	13	-8	25	-1	-23	-0.8	1	2	11
CCCCOc1ccc(C(=O)NCC(=O)NC2CC2)cc1	12	1	8	1	15	-0.8	2	6	-34
O=C(Nc1nnc(C2CC2)s1)c1ccco1	11	5	17	0	17	1.2	3	0	7
COCCCNC(=O)C[C@H]1C[C@H](C(=O)N2CCCCC2)[C@@]2(C)c3[nH]c4cc(-c5ccco5)ccc4c3CCN2C1=O	/	5	29	/	-2	-0.2	0	/	/
CCCCc1nc2cc(C(=O)N(C)C3CCOCC3)ccc2o1	15	0	-4	-2	-5	1.1	-1	4	4
COc1cccc(S(=O)(=O)N2CCN(C(=O)c3ccco3)CC2)c1	16	4	7	2	10	-0.4	-1	-4	2
COCCOC1CCN(C(=O)C2CCC(=O)N(CCc3ccc(OC)cc3)C2)CC1 (centres undefined)	0	-7	-2	1	7	0.0	-4	7	5
COc1cccc(NC(=O)C(NC2CCCC2)c2ccccc2)c1 (centres undefined)	22	26	16	-2	15	1.7	-5	-1	-10
Cc1cccc(-n2cnc(C(=O)O)c2)n1	4	-7	1	-1	22	0.1	-2	-3	0
O=C(Nc1nnc(-c2ccncc2)o1)c1ccccc1	1	-16	15	-2	6	-2.8	2	-2	0
Cc1sc2ncn3c(C)nnc3c2c1C	8	25	15	-1	-1	-5.8	0	0	10
Nn1c(SC/C=C/c2ccccc2)nnc1-c1cccnc1	11	11	2	2	2	-0.6	-1	-3	-7
CCC(=O)c1ccc(OCC(O)Cn2nc(C)c(C(C)=O)c2C)cc1 (centres undefined)	11	9	5	-1	5	5.8	0	-1	10
O=c1cc(CSc2nnc(COc3cccc4ccccc34)o2)c2ccccc2[nH]1	3	-5	-18	-6	-24	6.2	-5	-4	-8
CC12CCC(=O)N1C(C(=O)NCCN1C(=O)S/C(=C\c3ccccc3F)C1=O)CS2 (centres undefined)	7	21	22	1	23	-2.7	-1	4	-40
COc1ccccc1NC(=O)CN1C(=O)CCS(=O)(=O)c2ccccc21	8	0	3	-4	14	-2.5	-1	0	-2
COc1cccc(N2CCN(C(=S)NCc3ccco3)CC2)c1	-11	27	12	-1	-1	-1.0	2	-2	3
Cc1ccc(-c2cc(C(F)F)nc(NCc3cccnc3)n2)cc1	12	30	26	-2	22	7.0	1	6	-10
Cc1nnc(SCC(=O)N(CC(C)C)C2CCS(=O)(=O)C2)n1N (centres undefined)	7	6	10	-1	1	-0.6	0	-4	-7
O=C(N/N=C/c1ccccc1)C(=O)N/N=C/c1ccccc1	25	-4	-24	-3	-18	-0.3	0	0	4
Cc1cccc(NC(=S)NC(=O)/C=C/c2ccco2)c1	-4	4	21	-5	-26	1.0	-3	-1	6
CCN(CC)S(=O)(=O)c1cc(NC(=O)COC(=O)c2sc3ccccc3c2Cl)ccc1C	4	16	15	-2	11	-0.5	-11	-1	6
Cc1ccc(CNC(=O)CN(C)S(=O)(=O)c2cccs2)cc1	4	11	4	-3	-7	-0.9	-2	-1	-2
COc1ccc(NC(=O)Cc2ccc(Cl)cc2)cc1S(=O)(=O)N1CCCCC1	-6	-32	-13	-3	-21	-0.6	-5	1	-6
O=C(Nc1ccc2c(c1)OCO2)c1cc(C2CC2)on1	28	-3	11	-1	-9	-1.1	-1	-5	0
CC1CCN(C(=O)c2ccccc2NC(=O)c2cccc(S(=O)(=O)N(C)C)c2)CC1	-1	4	4	1	-12	-0.1	2	0	-10
CCOc1ccc(C(=O)NCC(=O)NC(C)CCc2ccccc2)cc1OCC (centres undefined)	15	14	3	3	-2	0.7	-1	2	4
COc1ccc(COC(=O)c2ccc(S(=O)(=O)N3CCCCC3)cc2)cc1OC	19	3	-11	9	0	-0.8	3	-3	-5
O=S(=O)(c1ccc(C(F)(F)F)cc1)N1CCN(CCc2ccccc2)CC1	23	17	32	0	17	1.7	-2	-1	0

An excerpt of these results, bar-delimited:
canonical_smiles | NALP3 yeast inh | tim10-1 inh | tim23-1 inh | beta cell repl | TIM10 inh | MPTP inh | GRIN3A LBD mod | APJ ag | APJ antagonist
CC12CCC(=O)N1C(C(=O)NCCN1C(=O)S/C(=C\c3ccccc3F)C1=O)CS2 (centres undefined) | 7 | 21 | 22 | 1 | 23 | -2.7 | -1 | 4 | -40
COc1ccccc1NC(=O)CN1C(=O)CCS(=O)(=O)c2ccccc21 | 8 | 0 | 3 | -4 | 14 | -2.5 | -1 | 0 | -2
COc1cccc(N2CCN(C(=S)NCc3ccco3)CC2)c1 | -11 | 27 | 12 | -1 | -1 | -1.0 | 2 | -2 | 3
Cc1ccc(-c2cc(C(F)F)nc(NCc3cccnc3)n2)cc1 | 12 | 30 | 26 | -2 | 22 | 7.0 | 1 | 6 | -10
Cc1nnc(SCC(=O)N(CC(C)C)C2CCS(=O)(=O)C2)n1N (centres undefined) | 7 | 6 | 10 | -1 | 1 | -0.6 | 0 | -4 | -7
O=C(N/N=C/c1ccccc1)C(=O)N/N=C/c1ccccc1 | 25 | -4 | -24 | -3 | -18 | -0.3 | 0 | 0 | 4
Cc1cccc(NC(=S)NC(=O)/C=C/c2ccco2)c1 | -4 | 4 | 21 | -5 | -26 | 1.0 | -3 | -1 | 6
CCN(CC)S(=O)(=O)c1cc(NC(=O)COC(=O)c2sc3ccccc3c2Cl)ccc1C | 4 | 16 | 15 | -2 | 11 | -0.5 | -11 | -1 | 6
Cc1ccc(CNC(=O)CN(C)S(=O)(=O)c2cccs2)cc1 | 4 | 11 | 4 | -3 | -7 | -0.9 | -2 | -1 | -2
COc1ccc(NC(=O)Cc2ccc(Cl)cc2)cc1S(=O)(=O)N1CCCCC1 | -6 | -32 | -13 | -3 | -21 | -0.6 | -5 | 1 | -6
O=C(Nc1ccc2c(c1)OCO2)c1cc(C2CC2)on1 | 28 | -3 | 11 | -1 | -9 | -1.1 | -1 | -5 | 0
CC1CCN(C(=O)c2ccccc2NC(=O)c2cccc(S(=O)(=O)N(C)C)c2)CC1 | -1 | 4 | 4 | 1 | -12 | -0.1 | 2 | 0 | -10

The listing continues.
SMILES	NALP3 yeast inh	tim10-1 inh	tim23-1 inh	beta cell repl	TIM10 inh	MPTP inh	GRIN3A LBD mod	APJ ag	APJ antagonist
COc1cc(NC(=O)c2ccc3c(SCC(=O)O)c4c(nc3c2)CCCC4)cc(OC)c1OC	11	10	7	0	18	-0.2	-3	-2	6
Cc1ccc(-n2nnnc2SCC(=O)c2c(N)n(C3CC3)c(=O)[nH]c2=O)c(C)c1	19	3	12	3	6	-1.0	1	-4	-6
N#Cc1ccc(-n2c(-c3ccccc3)nnc2-c2ccccc2)cc1C#N	15	12	33	-3	18	0.2	0	-5	10
Cc1ccc(C(=O)OCc2c(C)noc2C)cc1NC(=O)c1ccco1	4	18	15	-2	19	-0.2	0	-2	4
O=C(C1CCCO1)N1CCC(O)(c2ccccc2)CC1 (centres undefined)	-7	14	11	-1	9	-0.9	0	-1	-2
CCOC(=O)c1nn(-c2ccc(F)cc2)c(=O)cc1OCC(=O)N1CCN(c2ccccc2)CC1	17	24	16	-2	15	0.9	-3	5	8
Cc1cccc(OCC(=O)Nc2ccc(S(=O)(=O)Nc3cc(C)nc(C)n3)cc2)c1	4	4	19	-2	3	-0.9	1	0	-12
Cc1cccc(NC(=O)c2cccc(OC(=S)N3CCOCC3)c2)c1	16	14	15	-1	14	1.2	2	1	10
COc1cccc(-c2cc(C(=O)Nc3cccnc3)c3ccccc3n2)c1	11	32	19	0	17	1.3	-2	7	-7
COc1ccc(C2N3CC4(C)CN2CC(C)(C3)C4=O)cc1OC (centres undefined)	17	2	5	0	9	-1.9	-2	-4	19
CC1=CC(c2ccccc2)n2nc(N3C(=O)C4CC=CCC4C3=O)nc2N1 (centres undefined)	11	5	13	2	5	-2.7	0	2	5
CC(=O)c1sc(-c2ccccn2)nc1C	17	1	5	0	12	/	/	-4	10
CCN1CCN(CC(=O)Nc2cc(C(F)(F)F)ccc2OCCOC)CC1	-8	-7	1	4	6	2.4	0	-1	21
Cc1ccc(S(=O)(=O)N(C)C)cc1NC(=O)c1ccncc1	17	0	19	1	11	-2.3	-1	-1	-3
CCCCCCNC(=O)N[C@@H](C(=O)NCCC[C@H]1CN2C(=NC[C@@H]2Cc2ccccc2)N1CCc1cccc(OC)c1)C(C)C	7	0	-8	-7	-7	/	1	-5	0
CCOc1ccccc1NC(=O)Nn1cnnc1	-2	8	16	0	4	0.2	0	1	4
CC(=O)Nc1ccc(S(=O)(=O)N(C)CC(=O)OCC(=O)N(CC(C)C)C2CCS(=O)(=O)C2)cc1 (centres undefined)	7	-3	-12	2	5	0.0	0	-3	7
O=S(=O)(/N=C/N1CCOCC1)c1ccc(Cl)cc1	8	12	5	-1	5	1.0	0	0	-11
COc1ccc(C(=O)N/C(=C\c2cccc3ccccc23)C(=O)N2CCN(C)CC2)cc1OC	11	-5	19	-1	0	0.5	-1	-1	-10
CC(=O)Nc1ccc(S(=O)(=O)NCc2ccc(C(=O)N3CCOCC3)cc2)cc1	8	-2	-6	-2	-8	0.7	-2	0	12
O=C(O)c1cccc(CSc2nc(-c3ccccc3)cc(C(F)(F)F)n2)c1	14	-6	26	-2	-6	-1.8	-6	-4	-1
COC(=O)c1cccc(NC(=O)c2nn(C)c(=O)c3ccccc23)c1	-5	14	10	-1	7	0.1	2	5	4
Cc1cccc(OCC(=O)Nc2ccc3c(c2)nc(CCN2CCCCC2)n3C)c1	12	-10	-5	-2	-3	0.5	-1	7	21
O=C(Cn1cnc2sc3c(c2c1=O)CCCC3)NCC(=O)Nc1ccccc1F	-4	3	1	7	5	2.0	-3	1	8
CCc1ccc(NC(=O)c2cccnc2)cc1	24	8	2	-2	1	3.4	-3	3	-3
OC1CN=C2Sc3ccccc3N2C1 (centres undefined)	-8	10	9	5.2*	-6	-1.1	2	0	-3
COc1cccc(OC)c1C(=O)N1CCN(Cc2cccnc2)CC1	17	-3	0	-2	-12	-0.8	-1	-5	17
Cc1cccc(-c2ccc3ncnc(NCc4cccs4)c3c2)c1	17	24	38	-7	12	2.9	-11	-2	-7
COc1ccc(C(CNC(=O)c2cccc(S(=O)(=O)Nc3ccccc3Cl)c2)N2CCOCC2)cc1 (centres undefined)	22	7	15	-5	5	0.9	16*	-2	6
Cc1ccccc1-c1n[nH]c(=S)n1Cc1ccccc1	2	40*	5	1	26	0.3	1	-2	10
CCc1nc2c(c(=O)c3ccccc3n2C)c(=O)n1-c1ccc(F)cc1	26	-20	-13	1	-19	0.6	-2	-3	4
Nc1cc(Cl)ccc1Oc1ccccc1	4	27	1	-4	-9	-2.2	0	0	29
CCN(Cc1ccccc1)C(=O)COC(=O)Cc1c[nH]c2ccccc12	28	14	27	-2	13	2.4	1	0	24
COc1ccc(Br)cc1CN1CCN(C(=O)c2ccc(OC)c(OC)c2)CC1	13	11	6	-2	16	-1.1	-1	-3	5

Shown as a hit in GRIN3A LBD mod, of those listed so far:
| mol | NALP3 yeast inh | TIM10 inh | MPTP inh | GRIN3A LBD mod | APJ ag | APJ antagonist |
| --- | --- | --- | --- | --- | --- | --- |
| COc1ccc(C(CNC(=O)c2cccc(S(=O)(=O)Nc3ccccc3Cl)c2)N2CCOCC2)cc1 (centres undefined) | 22 | 5 | 0.9 | 16* | -2 | 6 |
